NTR1 agonist: agonists of NTR1, primary screen, imaging, U2OS cells, beta-arrestin-GFP, high content (AID 493036); Neurotensin receptor type 1 (Homo sapiens), P30989; NTR1-U2OS beta-arrestin-GFP spot imaging, agonist mode; activation, % at 20 µM; 330,000 tested, 0.17% active;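 active = activation at or above 40% of the spot to cytoplasm intensity ratio, with at least 20 cells analyzed; inconclusive = wells under 20 cells, flagged as cytotoxic or low count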;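 also: 0% = DMSO without peptide and 100% = 100 nM NTR1 peptide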
Target sequence (P30989 whole entry, looked up): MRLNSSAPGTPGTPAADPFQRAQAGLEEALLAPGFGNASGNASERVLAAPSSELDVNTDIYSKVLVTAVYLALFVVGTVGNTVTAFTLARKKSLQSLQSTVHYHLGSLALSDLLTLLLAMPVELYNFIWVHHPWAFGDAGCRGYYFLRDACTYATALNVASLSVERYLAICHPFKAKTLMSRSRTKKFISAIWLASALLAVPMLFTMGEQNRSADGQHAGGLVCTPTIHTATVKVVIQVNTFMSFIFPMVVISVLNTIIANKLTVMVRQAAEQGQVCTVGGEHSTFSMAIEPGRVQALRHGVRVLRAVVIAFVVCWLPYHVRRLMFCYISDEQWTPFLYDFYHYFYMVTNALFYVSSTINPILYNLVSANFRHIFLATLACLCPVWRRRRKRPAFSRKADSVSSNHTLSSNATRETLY
Dengue-2 NS5 capping: Dengue-2 NS5 methyltransferase inhibitors, primary screen, biochemical, confirmation dose response (AID 588689). inhibition, % at 25 µM, or IC50 in µM where a hit was titrated. 340,000 tested, 0.3% active. Dengue-2 NS5 methyltransferase capping enzyme assay, biochemical; higher % means a stronger effect; in the data active = a potency from the dose series; inconclusive = inhibition above about 29% without an active follow-up result
Salmonella PhoP GFP: inhibitors of PhoP regulon expression, primary screen, Salmonella Typhimurium, GFP reporter (AID 1863) | 300,000 tested, 0.16% active | S. Typhimurium PhoP-regulated promoter GFP reporter, 4 h; higher % means a stronger effect | one-dose inhibition, % at 50 µM; IC50 in µM for titrated hits;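 active = inhibition over 29.93%, a cutoff 3 SD above the screen mean, later confirmed by dose response; inconclusive = inhibition over 29.93% but no dose response follow-up; inactive = inhibition at most 29.93% or unconfirmed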;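 also: 0% = low Mg2+ inducing control and 100% = high Mg2+ repressing control; strong numbers were not always called active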
T cell modulator: modulators of CD8 T cell-vesicle binding, primary screen, mouse 2C CD8+ T cells, flow cytometry; 330,000 tested, 0.068% active; calls only at 7 µM; 2C CD8+ T cell-vesicle binding; active compounds read low;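 active = response, share of CD8 T cells binding vesicles, and their 90th percentile fluorescence all below set limits, cut at about 80% in these data, passing the limit was not always enough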
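Material: 2C TCR transgenic mouse naive CD8+ T cells, MACS-purified. Also added: QL9-charged Drosophila Ld/ICAM-1/B7-1 vesicles. Timing: binding 1.5 h at 37 °C. Measured by: high-throughput flow cytometry with anti-B7-1 and anti-CD8 staining. Read-out: percent CD8+ FL2 mean versus row control. Controls: Unloaded micro-vesicles (low), QL9 vesicles with 0.7% DMSO (high).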
West Nile virus CPE: West Nile virus antiviral activity, cell-based, CPE readout (AID 1621); West Nile virus-infected cells, CPE inhibition; higher % means a stronger effect; CPE inhibition, % at 10 µM, or IC50 in µM where a hit was titrated; 290,000 tested, 0.02% active; in the data active = a potency from the dose series; inconclusive = CPE inhibition mostly from about 3.7% at the one dose, without a potency; inactive = the rest, 99 in 100 with CPE inhibition below about 2.2%; also: strong numbers were not always called active
RSV antiviral HEp-2: RSV antiviral activity via CPE protection, HEp-2 cells, primary 10 µM value included (AID 2391) | HEp-2 cells, RSV-induced CPE inhibition; higher % means a stronger effect | CPE inhibition, % at 10 µM, or IC50 in µM where a hit was titrated | 310,000 tested, 0.13% active; in the data active = a potency from the dose series; inconclusive = CPE inhibition mostly from about 23% at the one dose, without a potency; inactive = the rest, 99 in 100 with CPE inhibition below about 21%; also: strong numbers were not always called active
MgcRacGAP inhibition: MgcRacGAP GTPase-activating activity inhibitors, confirmation, biochemical, ADP Hunter fluorescence; MgcRacGAP-stimulated Rac1 GTP hydrolysis, ADP Hunter fluorescence; higher % means a stronger effect; GST-tagged Rac1 F28L mutant substrate; 340,000 tested, 0.6% active; Rac GTPase-activating protein 1 (Homo sapiens); inhibition, % at 30 µM, or IC50 in µM where a hit was titrated; AID 624330, 2012;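 active = first-screen hits whose inhibition reached a set limit at any dose in the follow-up dose series; inconclusive = inhibition above the set first-screen limit but never retested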;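 also: fluorescence reports GDP produced by GAP-driven GTP hydrolysis; strong numbers were not always called active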
K1F lysis inhibition: inhibition of K1F phage lysis, E. coli UTI89, bacterial capsule biogenesis inhibitors, alamar blue (AID 488966); one-dose inhibition, % at 100 µM; IC50 in µM for titrated hits; E. coli UTI89 K1F phage lysis, alamar blue, 2 h; higher % means a stronger effect; 340,000 tested, 0.02% active;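 active = phage lysis inhibition, versus mean bacterial control, above a set limit; inconclusive = no clear call, values can overlap the other calls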;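 also: capsule biogenesis inhibitors block K1F phage lysis so surviving cells raise fluorescence; higher fluorescence means more inhibition of phage lysis; actives were called in the ten point dose series up to 300 µM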
Large T inhibition: SV40 large T antigen inhibitors, biochemical (AID 1903) | SV40 large T antigen ATPase/helicase inhibition assay; higher % means a stronger effect | inhibition, % at 20 µM, or IC50 in µM where a hit was titrated | 310,000 tested, 0.39% active; in the data active = a potency from the dose series; inconclusive = inhibition mostly from about 32% at the one dose, without a potency; inactive = the rest, 99 in 100 with inhibition below about 32%; also: strong numbers were not always called active
T cell modulator vesicle-bound %: also measured in T cell modulator; calls as there; double positive events, %; measured here: CD8+ vesicle-bound cell fraction;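 binding gate set so that unloaded-vesicle control wells show 10% double positive cells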
NTR1 agonist cell count 20 µM: also measured in NTR1 agonist; calls as there; cell count; measured here: cell count, cytotoxicity flag
Dengue-2 NS5 capping pilot replicate: recorded beside Dengue-2 NS5 capping, whose call it bears; inhibition, %; measured here: pilot screen replicate inhibition
An asterisk follows results filed as active; i = inactive; ? = inconclusive; · = no result given; [ ] = another dose, or the depositor's remark. This is a random part of the collection. Share with any hit: about 1.5%.

Preview (two entries):
SMILES	NTR1 agonist	NTR1 agonist cell count 20 µM	Dengue-2 NS5 capping	Salmonella PhoP GFP	T cell modulator	T cell modulator vesicle-bound %	West Nile virus CPE	RSV antiviral HEp-2	MgcRacGAP inhibition	K1F lysis inhibition	Large T inhibition	others
Fc1ccccc1Nc1nc2ccccc2n2nnnc12	-0.6	59	4.9%	-6.4%	i	41.6	-0.2%	0.1%	20.2%	-1.7%	0.9%
CC1CN(C(=O)CCC(=O)NC2CCN(Cc3ccccc3)CC2)c2ccccc2O1 (stereo not given)	0.4	84	-4.8%	·	i	17.5	-0.7%	-0.7%	13.2%	0.8%	10.4%

The list itself, repeating the preview:
SMILES	NTR1 agonist	NTR1 agonist cell count 20 µM	Dengue-2 NS5 capping	Salmonella PhoP GFP	T cell modulator	T cell modulator vesicle-bound %	West Nile virus CPE	RSV antiviral HEp-2	MgcRacGAP inhibition	K1F lysis inhibition	Large T inhibition	others
Fc1ccccc1Nc1nc2ccccc2n2nnnc12	-0.6	59	4.9%	-6.4%	i	41.6	-0.2%	0.1%	20.2%	-1.7%	0.9%
CC1CN(C(=O)CCC(=O)NC2CCN(Cc3ccccc3)CC2)c2ccccc2O1 (stereo not given)	0.4	84	-4.8%	·	i	17.5	-0.7%	-0.7%	13.2%	0.8%	10.4%
CC(Sc1nccn1C)C(=O)c1ccc(Br)cc1 (stereo not given)	-0.6	61	0.8%	6.2%	i	32.6	-0.6%	0.7%	5.4%	-0.1%	5.0%
COc1ccc(NC(=O)COc2ccc(C(=O)NCc3cccnc3)cc2OC)cc1	0.2	56	1.1%	·	i	26.1	·	1.1%	1.2%	0.7%[50 µM]	·
O=C1/C(=C\c2cccs2)Sc2ccc3ccccc3c21	1.7	79	-7.1%	24.6%	i	64.2	-1.2%	2.3%	10.4%	0.1%	-3.7%
Cc1cc(-c2ccc([N+](=O)[O-])cc2)nc2ccccc12	2.0	44	0.0%	-4.1%	i	32.9	-0.8%	9.6%	10.5%	0.1%	-0.2%
Cc1ccccc1C1C2=C(Nc3[nH]n(-c4ccccc4)c(=O)c31)c1ccccc1C2=O (stereo not given)	·	·	·	-9.5%	i	0.0	-0.8%	1.4%	·	·	27.1%
CCc1ccccc1NC(=O)[C@@H]1CCC(=O)N1C1OC(=O)c2ccccc21 (stereo not given in full)	3.9	97	0.7%	10.7%	i	16.1	-0.1%	·	-2.2%	6.7%	3.0%
CS(=O)(=O)Nc1nc2ccccc2[nH]1	-0.7	93	-11.8%	-22.6%	i	58.4	1.4%	?	5.5%	0.3%	1.9%
CC(C)Cc1nc(N2CCN(C(=O)c3ccccc3)CC2)c(C#N)c2c1CCC2	8.4	83	-0.7%	3.8%	i	23.9	-0.4%	22.2%	11.2%	-0.1%	4.5%
CC(=O)C1=C(O)C(=O)N(c2ccc(Br)cc2)C1c1cccc([N+](=O)[O-])c1 (stereo not given)	2.8	54	-3.9%	-6.6%	i	56.2	-0.3%	0.6%	8.0%	1.0%	10.4%
CCCCNC(=S)N1CCN(CC)CC1	-0.3	67	·	-5.8%	i	51.7	0.3%	1.1%	16.3%	-0.2%	8.7%
O=C(Nc1cccc(Cl)c1N1CCOCC1)c1cccs1	1.3	72	-2.0%	-1.6%	i	17.0	1.8%	1.6%	6.4%	-0.7%[50 µM]	3.5%
COc1cc(/C=C2/OC(=O)c3cc([N+](=O)[O-])ccc32)cc(OC)c1OC	0.9	75	-15.2%	·	i	18.7	0.5%	4.1%	11.6%	0.1%	·
COC(=O)c1cc2c([nH]c3ccccc32)c(C)n1	-0.6	58	·	-0.3%	·	·	1.0%	·	·	·	8.8%
Cc1ccc(NC(=S)NC(NC(=O)Cc2cccc3ccccc23)C(Cl)(Cl)Cl)cc1 (stereo not given)	6.4	44	-2.1%	9.3%	i	37.5	-0.1%	1.8%	8.1%	0.0%	7.8%
COCCNC(=O)CSc1ccc(Cl)cc1	-1.8	81	-8.2%	-6.3%	i	16.3	-0.1%	-0.3%	8.9%	-0.1%	5.4%
CCOc1ccc(NC(=O)N2CCC(C(N)=O)(N3CCCCC3)CC2)cc1	-1.6	81	-1.0%	-5.2%	i	28.7	0.6%	1.0%	2.3%	0.2%	14.6%
CCN(CC)CCNS(=O)(=O)c1ccc(/C=C/C(=O)O)cc1	2.8	49	2.3%	1.2%	i	26.1	0.5%	1.4%	3.7%	0.6%	6.5%
COCCN(Cc1ccccc1)C(=O)c1cccc(S(=O)(=O)N2CCN(c3ccccc3)CC2)c1	1.3	65	-4.3%	1.4%	i	32.3	·	17.0%	8.1%	-0.8%[50 µM]	0.5%
CCN(CC)CCn1c2ccccc2c2n[nH]c(=S)nc21	0.5	43	-2.0%	10.9%	i	60.9	-0.9%	0.3%	16.7%	-0.1%	13.5%	Dengue-2 NS5 capping pilot replicate=0.9
CSc1ccc(S(=O)(=O)N2c3ccccc3CC2C)cc1 (stereo not given)	2.7	63	-1.9%	-5.3%	i	45.0	1.5%	1.5%	14.0%	-0.1%	12.7%
CCCOc1ccc2oc(=O)c3c(c2c1)CCCN3C(=O)CN1CCCC(C(=O)OCC)C1 (stereo not given)	5.5	74	0.0%	5.9%	i	59.1	-0.5%	6.0%	4.2%	-0.2%	4.3%
COc1cc(OC)cc(C(=O)NC(C(=O)NNC(=O)c2ccc(C)cc2)C(C)C)c1 (stereo not given)	-0.3	69	-8.4%	·	i	2.7	·	0.5%	6.6%	0.7%[50 µM]	·
O=C(c1cccc(F)c1)N1CCN(Cc2ccco2)CC1	-0.2	48	0.7%	8.8%	i	32.4	0.1%	1.8%	24.7%	0.1%[50 µM]	-3.9%

(list continues)
SMILES	NTR1 agonist	NTR1 agonist cell count 20 µM	Dengue-2 NS5 capping	Salmonella PhoP GFP	T cell modulator	T cell modulator vesicle-bound %	West Nile virus CPE	RSV antiviral HEp-2	MgcRacGAP inhibition	K1F lysis inhibition	Large T inhibition	others
O=c1cc(CNC2CCCCC2)c2ccccc2[nH]1	-1.1	97	-5.5%	8.6%	i	24.1	1.2%	2.2%	3.9%	0.4%	-0.5%
Cc1nc(Cl)cc(CS(=O)(=O)c2ccc(Cl)cc2)n1	0.5	33	-7.4%	-2.8%	i	43.6	0.4%	0.3%	3.2%	13.2%	17.0%
CCc1nc(SCC(=O)NC2CC2)c2c(C)c(C)sc2n1	1.0	51	-5.8%	4.2%	i	12.2	-0.6%	0.9%	11.1%	0.1%	2.3%
COC(=O)C1(O)CC(C(C)C)=NN1C(=O)c1ccc(Cl)cc1 (stereo not given)	-1.4	83	-7.2%	32.4%	i	35.3	10.4%	1.0%	6.0%	0.5%	3.9%
COC(=O)CC1C(=O)NCCN1Cc1cn(-c2ccc(C)cc2)nc1-c1cccc(C)c1 (stereo not given)	2.6	41	-8.6%	1.4%	i	13.7	-0.4%	5.5%	3.8%	0.2%	0.4%
OC(Cn1nnc2ccccc21)Cn1c(C(F)(F)F)nc2ccccc21 (stereo not given)	0.7	48	-0.7%	-6.3%	i	43.4	-0.1%	1.1%	-7.7%	0.1%	19.4%
COc1ccccc1CNC(=O)Cn1cc2c(n1)CCCC2	1.3	49	-4.4%	7.8%	i	65.6	-0.5%	0.8%	7.3%	4.5%	7.4%
CN(Cc1ccc(Cl)c(Cl)c1)C(=O)CN1C(=O)NC2(CCCC2)C1=O	3.0	67	-3.7%	-1.6%	i	49.7	·	-0.1%	6.1%	0.9%[50 µM]	22.6%
CC1CCc2c(sc(NC(=O)c3ccc(Cn4cc(Br)cn4)o3)c2C(N)=O)C1 (stereo not given)	-0.6	33	-1.4%	1.1%	i	30.6	-0.5%	0.1%	21.5%	-0.1%	1.6%
CCCCC(=O)NC(c1ccc(Cl)cc1Cl)c1ccc2cccnc2c1O (stereo not given)	4.2	59	1.7%	6.8%	i	58.0	?	5.3%	1.0%	0.1%	12.8%
CCOc1ccccc1C(c1c(O)nc(SC)[nH]c1=O)c1c(O)nc(SC)[nH]c1=O	-0.4	43	·	·	i	11.0	·	0.4%	·	·	9.4%
O=C(CS(=O)(=O)c1ccccc1)Nc1nccs1	-0.2	63	-0.8%	-0.4%	i	35.5	0.5%	0.7%	5.9%	0.2%	10.6%
O=C(NCc1ccccn1)c1cccc(NS(=O)(=O)c2ccc(Br)cc2)c1	-0.1	83	-3.9%	·	i	15.2	·	0.2%	9.2%	0.2%[50 µM]	·
Nn1c(COc2ccc(Cl)cc2)nc2ccccc2c1=O	-0.6	55	-9.6%	0.6%	i	45.8	-0.7%	6.2%	-4.1%	1.3%[50 µM]	10.0%
CCCN(CCC)CCCNC(=O)CC(C(=O)N1CCc2ccccc21)n1ccnc1 (stereo not given)	0.7	59	-6.4%	-5.4%	i	35.3	-0.2%	1.9%	-3.6%	0.8%	-1.3%
CCOc1ccc(C2c3[nH]c4ccccc4c3CCN2C(=O)Cn2cncn2)cc1 (stereo not given)	-0.1	90	-1.4%	-6.4%	i	46.3	0.5%	1.0%	7.6%	-3.2%	25.1%
O=C(NC1CC2CCCC(C1)N2C(=O)Nc1ccccc1)C1CC1 (stereo not given)	-0.9	59	-1.7%	5.3%	i	39.2	-0.5%	1.6%	5.4%	0.3%	3.3%
C=C(C)CN1C(=O)C2(OCCO2)c2cc(Br)ccc21	1.1	51	·	·	i	29.9	·	1.7%	·	·	4.1%
COCCOC(=O)C1=C(C)N=C2SCCC(=O)N2C1c1ccc(OC(=O)c2ccco2)cc1 (stereo not given)	-0.8	86	-5.9%	1.8%	i	17.9	-0.3%	0.0%	5.3%	-0.5%	7.0%
CCc1ccccc1N1CCN(S(=O)(=O)c2cc(OC)ccc2OC)CC1	5.9	54	-7.5%	-13.0%	i	44.6	-0.4%	0.0%	9.2%	-1.0%	9.4%
Nc1ncnc2nc(SCCN3CCCCC3)[nH]c12	-3.3	91	-0.7%	9.4%	i	28.7	·	0.0%	4.9%	0.7%	6.6%
CCOc1ccc(C(OC(=O)c2ccco2)C(=O)NCc2ccc(C)cc2)cc1 (stereo not given)	2.5	90	-28.1%	22.2%	i	25.4	-0.2%	3.4%	4.3%	-0.3%	9.3%

Source: PubChem (several laboratories)
